Screens deposited in PubChem BioAssay by National Center for Advancing Translational Sciences (NCATS).
RGS4 inhibitor = Inhibitors of Regulator of G Protein Signaling (RGS) 4: qHTS; Regulator of G-protein signaling 4 (Homo sapiens), P49798; Transcreener GDP fluorescence polarization, RGS4-accelerated GTP hydrolysis; Potency, µM (series often up to 114 µM), for inactives: at the top dose activity change, negative = inhibition, actives largely listed as inhibitors; 0.039% of 390,000 active; further: on the % scale 0 is the no-effect control and ±100 the full control effect; nearly all actives have a fitted effect of over 75% in size; some results filed as inactive show a strong effect at the top dose
Target sequence (P49798 whole entry, looked up): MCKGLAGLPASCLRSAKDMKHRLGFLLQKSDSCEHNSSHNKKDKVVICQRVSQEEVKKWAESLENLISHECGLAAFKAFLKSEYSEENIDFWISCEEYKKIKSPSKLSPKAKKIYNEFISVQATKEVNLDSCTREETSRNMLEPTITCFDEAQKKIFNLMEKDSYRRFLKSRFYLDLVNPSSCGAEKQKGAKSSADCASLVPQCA
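MLSMR compounds (23 nl, pin-transferred) preincubated 10 min at room temperature with a 500nM (2x) first reagent, then RGS4 at 900nM (2x) plus Transcreener GDP mix added; fluorescence polarization (620/688 nm) read before and after 90 min at 30 °C.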
ALOX12 inh = Primary qHTS assay for inhibitors of human arachidonate 12S-lipoxygenase (ALOX12): Round 2. purified 12hLO, xylenol orange hydroperoxide absorbance. Potency, µM (top dose mostly 108 µM), inactives show at the top dose activity change, negative = inhibition, hits mostly inhibitors. 1.1% of 580,000 active; further: on the % scale 0 is the no-effect control and ±100 the full control effect
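Purified human 12hLO at 150 nM in 25 mM Hepes, 0.01% Triton X-100, pH 7.0, preincubated 15 min at room temperature with compound. Reaction started with 40 uM arachidonic acid, 30 min at room temperature. Hydroperoxide measured by Fe-xylenol orange, 573/405 nm absorbance ratio.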
JMJD2A Tudor = qHTS Assay for Inhibitors of JMJD2A-Tudor Domain; AlphaScreen JMJD2A-Tudor / H3K4me3 peptide binding; Potency, µM (titrated, usually from 114 µM), for inactives: top-dose activity change, negative = inhibition, actives largely listed as inhibitors; 4.4% of 390,000 active; further: on the % scale 0 is the no-effect control and ±100 the full control effect; nearly all actives have a fitted effect of over 50% in size
TrxR1 inh = qHTS Assay for Inhibitors of Mammalian Selenoprotein Thioredoxin Reductase 1 (TrxR1): qHTS; Thioredoxin reductase 1, cytoplasmic (Rattus norvegicus), O89049; recombinant rTrxR1, NADPH fluorescence consumption, selenite substrate; Potency, µM (highest dose often 114 µM), without a hit: top-dose activity change, negative = inhibition, usual class: inhibitors; 1% of 390,000 active; AID 588453, 2011; further: on the % scale 0 is the no-effect control and ±100 the full control effect; nearly all actives have a fitted effect of over 65% in size
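Rat TrxR1 (90 nM in the dispensed reagent) was pre-reduced with 400 uM NADPH for 5 min at room temperature, then incubated with compound for 15 min. After 400 uM selenite was added, NADPH fluorescence (Ex 340/Em 450 nm) was followed for 8 min.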
Pin1 inhibitor = qHTS Assay to Find Inhibitors of Pin1 | Pin1 FP peptide displacement, HiFluor488, 10 min | Potency, µM (highest dose often 115 µM), for inactives: at the top dose activity, negative = inhibition, actives largely listed as inhibitors | 0.009% of 390,000 active | AID 504891, 2011; active means well fitted inhibition curve with a large enough effect in the polarisation, with a control signal flat, not every such curve was filed as active; inconclusive means small, poorly fitted or top-dose-only effect, or effect the other way, or a change in a side signal; inactive means no such curve, though single readings can be large or run the other way; the % refers to the polarisation; further: on the % scale 0 is the no-effect control and ±100 the full control effect
Target sequence (Q13526 whole entry, looked up): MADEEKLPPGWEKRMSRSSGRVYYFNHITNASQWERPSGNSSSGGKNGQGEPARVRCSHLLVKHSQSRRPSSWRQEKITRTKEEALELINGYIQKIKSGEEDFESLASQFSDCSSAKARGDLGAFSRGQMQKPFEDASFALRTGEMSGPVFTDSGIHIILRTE
HP1b chromo inh = HTS for Inhibitors of HP1-beta Chromodomain Interactions with Methylated Histone Tails; Chromobox protein homolog 1 (Homo sapiens), P83916; 0.56% of 390,000 active; AlphaScreen HP1-beta / biotin-H3K9me3 peptide binding; Potency, µM (highest dose often 114 µM), for inactives: at the highest dose activity change, negative = inhibition, usual class: inhibitors; further: nearly all actives have a fitted effect of over 70% in size; inactives centre near 23
Target sequence (P83916 whole entry, looked up): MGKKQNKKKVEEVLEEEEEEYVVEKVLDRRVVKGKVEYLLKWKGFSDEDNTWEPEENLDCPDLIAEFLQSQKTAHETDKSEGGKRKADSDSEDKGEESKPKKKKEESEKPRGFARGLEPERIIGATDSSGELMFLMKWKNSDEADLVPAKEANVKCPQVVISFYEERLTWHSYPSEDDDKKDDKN
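HP1-beta protein (50 nM final) preincubated 30 min at room temperature with biotinylated H3(1-18)K9me3 peptide (50 nM) in PBS pH 7.4, 0.01% Tween-20, then compound added for 30 min. AlphaScreen streptavidin donor/nickel chelate acceptor beads (10 ug/mL final), 30 min dark, luminescence read.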
GLS inh = qHTS for Inhibitors of Glutaminase (GLS); Glutaminase kidney isoform, mitochondrial (Homo sapiens), O94925; GLS enzymatic activity, qHTS titration; AID 624170, 2012; 0.21% of 410,000 active; Potency, µM (highest dose often 45.5 µM), inactives show at the highest dose activity change, negative = inhibition, most hits filed as inhibitors; further: on the % scale 0 is the no-effect control and ±100 the full control effect
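Enzyme dispensed in phosphate buffer (45 mM, pH 8.2, 0.02% Tween-20), compounds pinned in, then 1 mM L-glutamine solution and the glutamate oxidase–HRP–Amplex Red mix added; fluorescence read immediately and again after 30 min at room temperature.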
ERG-DNA inh = qHTS for Small Molecule Inhibitors of the ERG Ets/DNA interaction; Transcriptional regulator ERG (Homo sapiens), P11308; fluorescence polarization, His-ERG Ets domain / labelled DNA; Potency, µM (doses to about 76.9 µM), inactives show at the highest dose FP activity, negative = inhibition, usual class: inhibitors; 0.028% of 370,000 active; active means well fitted inhibition curve with a large enough effect in the polarisation, with a control signal flat; inconclusive means small, poorly fitted or top-dose-only effect, or effect the other way, or a change in a side signal; inactive means no such curve, though single readings can be large or run the other way; the % refers to the polarisation;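 further: polarization taken with two DNA probes labelled with fluorescein and Texas red; % of control where 0% means no effect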
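His-tagged ERG Ets domain (1 uM in the protein solution; 300mM KCl, 50mM Tris-HCl, 1mM EDTA, 1mM DTT, pH 7.5) received compound, then a probe mix of 5 nM fluorescein-DNA and 100nM Texas-615-DNA. Fluorescence polarization was read for both dyes.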
PGK inhibitor = qHTS Assay to Find Inhibitors of Phosphoglycerate Kinase; Phosphoglycerate kinase, glycosomal (Trypanosoma brucei brucei), P07378; PGK/GAPDH coupled, Kinase-Glo luminescence, 60 min; Potency, µM (top dose mostly 57.5 µM), inactives show at the highest dose activity change, negative = inhibition, usual class: inhibitors; 0.043% of 380,000 active; further: on the % scale 0 is the no-effect control and ±100 the full control effect; nearly all actives have a fitted effect of over 60% in size
Target sequence (P07378 whole entry, looked up): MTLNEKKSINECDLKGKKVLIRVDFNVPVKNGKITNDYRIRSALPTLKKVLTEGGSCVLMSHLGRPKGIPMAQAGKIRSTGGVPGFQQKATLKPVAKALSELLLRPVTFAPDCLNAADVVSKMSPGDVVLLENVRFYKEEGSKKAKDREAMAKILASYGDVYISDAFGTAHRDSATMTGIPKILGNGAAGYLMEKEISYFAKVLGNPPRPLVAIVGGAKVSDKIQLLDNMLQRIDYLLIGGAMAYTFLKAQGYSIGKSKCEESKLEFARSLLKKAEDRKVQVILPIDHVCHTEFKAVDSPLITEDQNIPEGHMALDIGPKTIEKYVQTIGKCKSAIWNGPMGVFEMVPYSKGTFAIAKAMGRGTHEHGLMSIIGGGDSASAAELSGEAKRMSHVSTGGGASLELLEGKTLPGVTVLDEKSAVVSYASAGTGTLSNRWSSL
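Recombinant glycosomal PGK reaction used 1,3-bisphosphoglycerate generated in-well by GAPDH (100nM final) in 100mM TEA pH 7.6, 5mM MgCl2, 0.01% Tween-20. After 60 minutes at room temperature, ATP was read by Kinase-Glo Plus luminescence end-point.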
Starred values were filed as active, the others as inactive; i = inactive; ? = inconclusive; . = not tested or not shown; [ ] = dose if it differs, or a comment. Unless noted, the call rests on the fitted dose curve; in most records, active means well fitted curve in the direction sought with a large enough effect; inconclusive means small, poorly fitted or top-dose-only effect, or another doubt; inactive means no such curve, though single readings can be large; an effect the other way counts as inactive or inconclusive. Potency means the concentration at half of the fitted maximal effect.

structure	RGS4 inhibitor	ALOX12 inh	JMJD2A Tudor	TrxR1 inh	Pin1 inhibitor	HP1b chromo inh	GLS inh	ERG-DNA inh	PGK inhibitor
COc1ccccc1CCC(=O)NC1CCCN(c2ccc(C(F)(F)F)cn2)C1 (configuration not stated)	20%	14%	-13%	-2%	-3%	22%	6%	-1%	-4%
CCC(C)n1c(SCc2ccc(C(C)(C)C)cc2)nc2ccsc2c1=O (configuration not stated)	21%	-15%	10%	12%[57.1 µM]	6%	43%[activator]	4%	-2%	4%
O=C(Nc1nc2ccc(F)cc2s1)C1=NN(c2ccccc2)C(=O)CC1	3%[11.4 µM]	?	-8%	0%	3%	48%[activator]	-2%	19%	-8%
CCOC(=O)C1(Cc2cccc(OC)c2)CCCN(C(=O)c2ccc(OC)o2)C1 (configuration not stated)	-7%	0%	-18%	50µM*	6%	8%	0%	3%	3%
O=C(CSc1cn(CC(=O)N2CCCCC2)c2ccccc12)NCc1ccccc1Cl	19%	-23%	-33%	24%	2%	9%	-4%	1%	-2%
COc1ccc(-c2csc(NC(=O)c3cccs3)c2C(=O)O)cc1OC	-33%	-5%	-3%	-1%[57.1 µM]	-2%	27%	-10%	-17%	-8%
COc1ccc2sc(-c3ccc(S(C)(=O)=O)cc3)c(-c3ccc(C(N)=O)cc3)c2c1	-4%	-11%	-16%	21%	0%	19%	0%	19%	-1%
COc1ccc(Oc2cc(Cl)nc(N)n2)cc1	-5%	-9%	-5%	8%	-1%	36%	-1%	-4%	0%
Cc1ccc(CN(Cc2ccco2)C(=O)COc2ccc(Cl)cc2)o1	3%	-27%	-33%	3%	-1%	-9%	-11%	0%	-11%
CCN(C(=O)CSc1nnc(-c2ccc(OC(F)F)cc2)n1N)C1CCS(=O)(=O)C1 (configuration not stated)	31%	8%	6%	11%	1%	9%	6%	-9%	-2%
CC1CCCC(NC(=O)CSc2nccn2C)C1C (configuration not stated)	12%	?	-22%	8%[57.1 µM]	2%	28%	0%	-2%	5%
Cc1ccc(-c2c(C)sc(=NC(=O)c3ccco3)n2C)cc1	12%	-2%	-2%	18%	-1%	26%	4%	.	.
COCCSc1nnc(NC(=O)C2CC(=O)N(c3ccc(C)cc3)C2)s1 (configuration not stated)	-11%	-19%	-7%	9%	-5%	28%	-1%	1%	-9%
Cc1ccc2cc(CN(Cc3nnnn3C3CCCC3)C3CCCCC3)c(=O)[nH]c2c1C	39%	3%	-7%	11%	0%	8%	9%	.	2%[11.5 µM]
Cc1cc2ccccc2n1CCNC(=O)c1cccc(Cl)c1	-12%	0%	-24%	2%	1%	14%	-7%	4%	2%
N#Cc1c(N)nc2c(c1-c1ccncc1)CCCCCC2	3%	0%	-34%	19%	5%	27%	8%	4%	-1%
N#CC(c1ccc(Cl)cc1)c1ccc(Cl)nn1 (configuration not stated)	7%	?	-26%	6%[11.4 µM]	-3%	35%	?	-11%	-11%
COC(=O)CCC(=O)N1CCc2cc(S(=O)(=O)N3CCc4ccccc43)ccc21	10%	0%	-11%	11%[57.1 µM]	12%	12%	9%	3%	0%
CCC1(c2ccccc2)NC(=O)N(CC(=O)Nc2cccc(S(=O)(=O)N3CCCC3)c2)C1=O (configuration not stated)	-17%	1%	-2%	15%	0%	25%	-10%	-11%	-5%
COc1ccc(C(=O)N2CCCC(c3ccccc3)C2)cc1 (configuration not stated)	-5%[11.4 µM]	0%	-15%[11.4 µM]	11%	7%	4%	-6%	7%	-4%

3 of the compounds above, with two lines to a compound.
Screens in order – RGS4 inhibitor	ALOX12 inh	JMJD2A Tudor	TrxR1 inh	Pin1 inhibitor	HP1b chromo inh	GLS inh	ERG-DNA inh	PGK inhibitor
> N#CC(c1ccc(Cl)cc1)c1ccc(Cl)nn1 (configuration not stated)
→ 7%	?	-26%	6%[11.4 µM]	-3%	35%	?	-11%	-11%
> COC(=O)CCC(=O)N1CCc2cc(S(=O)(=O)N3CCc4ccccc43)ccc21
→ 10%	0%	-11%	11%[57.1 µM]	12%	12%	9%	3%	0%
> CCC1(c2ccccc2)NC(=O)N(CC(=O)Nc2cccc(S(=O)(=O)N3CCCC3)c2)C1=O (configuration not stated)
→ -17%	1%	-2%	15%	0%	25%	-10%	-11%	-5%

The listing continues:
structure	RGS4 inhibitor	ALOX12 inh	JMJD2A Tudor	TrxR1 inh	Pin1 inhibitor	HP1b chromo inh	GLS inh	ERG-DNA inh	PGK inhibitor
Cc1ccc(OCc2ccc(C(=O)NN)o2)cc1C	-7%	221%[activator]	-12%	17%	-1%	37%	11%	6%	3%
O=C(O)C1CSCN1S(=O)(=O)c1cccc2nsnc12 (configuration not stated)	-18%	?	-18%	?	-4%	19%	6%	-4%	-10%
CCCCN1C(=O)C(=O)N(CC(=O)Nc2sc(C)c(C)c2C(=O)OC)C1=O	4%	-3%	-18%	18%	20%	22%	1%	3%	-7%
O=C(Cn1ncc2c3ccccc3n(Cc3cccc(Cl)c3)c2c1=O)NCCCc1ccccc1	-24%	?	?	7%	?	-5%	-4%	-2%	-3%
Cc1ccc(S(=O)(=O)N2CCCc3cc(NS(=O)(=O)c4cc(F)ccc4F)ccc32)cc1	-21%	-27%	-20%	10%[57.1 µM]	9%	64%	17%	2%	-11%
Cc1onc(-c2ccccc2)c1NC(=O)Nc1c(-c2ccccc2)noc1C	-8%	5%	-12%	-21%	-7%	27%	4%	-3%	-6%
CCOc1ccc(NC(=O)CN(c2ccc(OC)cc2)S(C)(=O)=O)cc1	15%	30%	3%	-2%[57.1 µM]	-3%	13%	0%	-1%	4%
Cc1[nH]n(-c2ccc(Cl)cc2)c(=O)c1/C=N/n1c(C)nc2ccccc2c1=O	8%	?	-18%	-13%	-1%	24%	17%	4%	-6%
CCN(CC)C(=O)c1ccc(/C=C/c2c[nH]c3ccccc23)[n+](C)c1	-24%	?	?	-32%	?	19%	2%	-17%	i
CCOc1ccc(NC(=O)C(c2ccccn2)N(C(=O)CCl)c2ccc(OCC)cc2)cc1 (configuration not stated)	?	.	?	79µM*	1%	-28%	18%	.	-6%
COc1ccc(Cn2c(=O)[nH]c3cc(C(=O)N4CCN(C(=O)c5ccco5)CC4)ccc3c2=O)cc1	-26%	.	-16%	-5%	-2%	24%	.	.	.
COc1ccc(C2=C(C=C(C#N)C#N)C(c3ccccc3C)c3ccccc3O2)cc1OC (configuration not stated)	-41%	-12%	?	-15%	30%[activator]	-13%	-9%	.	-5%
COc1cc2c(C(=O)N3CCN(c4ccc(C)cc4)C(C)C3)cn(CC(C)C)c(=O)c2cc1OC (configuration not stated)	-3%	?	-33%	-5%	-8%	9%	-1%	-21%	1%
O=c1[nH]cnc2scc(-c3ccccc3)c12	5%	30%[activator]	-8%	-4%	0%	21%	-22%	2%	3%
O=C(c1cnc(N2CCCCC2)c2ccccc12)N1CCN(c2ccc(Cl)cc2)CC1	35%	-24%	-15%	29%[57.1 µM]	1%	9%[57 µM]	8%	-11%	6%
Cc1nc(SCC(=O)Nc2ccc(Br)cc2)[nH]c(=O)c1Cc1ccccc1	17%	-18%	-13%	25%	-9%	-6%	-11%	-3%	-2%
COC(=O)N/N=C/c1ccc(/C=N/NC(=O)OC)cc1	-10%	-16%	-6%[11.4 µM]	16%[57.1 µM]	-2%	0%	12%	1%	0%
COCC(C)n1c(SCC(=O)N2CCOCC2)nc2ccccc2c1=O (configuration not stated)	29%	?	-12%	17%	-6%	42%[activator]	2%	-13%	-5%
CCCCCNC(=O)c1ccc2c(=O)n(CCc3ccccc3)c(=O)[nH]c2c1	17%	-19%	0%	19%	-1%	24%	4%	-9%	-2%
Cc1ccc(SCc2cn3c(C)cc(C)nc3n2)cc1	-2%	0%	-6%	-18%	3%	24%	5%	-4%	9%
Cc1ccc(C(=O)N/N=C\c2cc3c(cc2Br)OCO3)s1	2%	-29%	-11%	10%[57.1 µM]	15%	7%	0%	-5%	-10%
Cn1c(=O)[nH]c(=O)c2[nH]c(CN3CCN(Cc4ccccc4)CC3)nc21	10%	?	-25%	14%	3%	23%	6%	-2%	-5%
O=c1c2[nH]cnc2n(-c2ccccc2)c(=O)n1Cc1ccccc1	19%	11%	-5%	9%	4%	31%[activator]	2%	-7%	i
Cc1cccc(CN2CCN(CC(=O)NCCCN3CCCC3=O)C2=O)c1	6%	0%	-19%	8%[57.1 µM]	-3%	14%	-13%	-1%	2%
Cc1cc(C)c(C#N)c(OCC(=O)c2ccc(Br)cc2)n1	-15%	-12%	12%	21%	0%	45%	-2%	4%	-14%

An excerpt; count on the stated rates, not on these rows.
